M. tuberculosis HTS – M. tuberculosis growth inhibition, HTS (AID 449762). inhibition, % at 25 µM; hits with a dose series show IC50 in µM. M. tuberculosis H37Rv growth inhibition, 7H9 media; higher % means a stronger effect. actives 0.59% (n = 330,000); in the data active = a potency from the dose series; inconclusive = inhibition above about 70% without an active follow-up result;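 also: bacterial growth assessed after seven days of incubation; strong numbers were not always called active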
Salmonella PhoP GFP – PhoP regulon inhibitors, Salmonella typhi PhoP promoter GFP reporter, confirmatory (AID 1850); Salmonella Typhi PhoP-promoter GFP reporter, fluorescence, 4 h; higher % means a stronger effect; one-dose inhibition, % at 50 µM; IC50 in µM for titrated hits; actives 0.33% (n = 310,000); in the data active = a potency from the dose series; inconclusive = inhibition mostly from about 25% at the one dose, without a potency; inactive = the rest, 99 in 100 with inhibition below about 19%;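 also: 0% = induced wells with vehicle and 100% = uninduced wells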
influenza NS1A – H1N1 influenza NS1A inhibitors, functional cell based assay (AID 504329); NS1A functional cell-based assay, percent inhibition; higher % means a stronger effect; one-dose inhibition, % at 12.5 µM; IC50 in µM for titrated hits; actives 0.3% (n = 340,000); in the data active = a potency from the dose series; inconclusive = inhibition above about 27% without an active follow-up result; also: strong numbers were not always called active
VEEV TC-83 Vero – inhibitors of VEEV TC-83 cytopathic effect, confirmation, Vero cells (AID 588727); inhibition, % at 20 µM; hits with a dose series show IC50 in µM; Vero cells, VEEV TC-83 cytopathic effect inhibition; higher % means a stronger effect; actives 0.13% (n = 350,000); in the data active = a potency from the dose series; inconclusive = inhibition mostly from about 14% at the one dose, without a potency; inactive = the rest, 99 in 100 with inhibition below about 12%; also: strong numbers were not always called active
M. tuberculosis – growth inhibition of non-replicating M. tuberculosis (AID 488890); actives 0.39% (n = 320,000); Mycobacterium tuberculosis non-replicating, growth inhibition; higher % means a stronger effect; one-dose inhibition, % at 25 µM; IC50 in µM for titrated hits; in the data active = a potency from the dose series; inconclusive = inhibition mostly from about 82% at the one dose, without a potency; inactive = the rest, 99 in 100 with inhibition below about 76%;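 also: plate controls were DMSO cells for no effect and high antibiotic wells for full effect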
VEEV TC-83 Vero 10K pilot screen – second read-out of VEEV TC-83 Vero, no call of its own (marks repeat the call); inhibition, %; measured here: 10K pilot screen inhibition
* marks the source's active call; other numbers are inactive results; i = inactive; ? = inconclusive; / = not tested or not shown.

SMILES	M. tuberculosis HTS	Salmonella PhoP GFP	influenza NS1A	VEEV TC-83 Vero	M. tuberculosis	others
Cc1ccc(NC(=O)CN2C(=O)NC3(CCCc4ccccc43)C2=O)cc1S(=O)(=O)N1CCOCC1 (stereo not given)	8%	11%	4%	9.1%	1%
O=C(NCC(c1ccco1)N1CCc2ccccc2C1)c1cccc(Br)c1 (stereo not given)	4%	-4%	-13%	5.2%	-6%
Cc1ccc(S(=O)(=O)NNC(=S)Nc2ccccc2)cc1	2%	-27%	7%	2.8%	-6%
O=C1CS/C(=N/N=C/c2ccccc2)N1Cc1ccco1	0%	3%	-18%	i	0%
Cn1c(=O)[nH]c(=O)c2c1nc(NCc1ccco1)n2Cc1ccccc1Cl	0%	1%	-2%	2.1%	-6%
Nc1ccc2oc(-c3ccccc3Cl)nc2c1	?	12%	-2%	3.1%	60%	VEEV TC-83 Vero 10K pilot screen=3.1
COc1ccc(NC(=O)C2C3C=CC4(O3)C2C(=O)N(CCN2CCCCC2C)C4C(=O)NC2CCCC(C)C2C)cc1 (stereo not given)	0%	0%	-2%	i	16%
COc1ccccc1-c1ccc(/C=C2/C=C(CC(C)C)OC2=O)o1	7%	-5%	3%	1.4%	21%
COc1cnn(-c2ccc(C)cc2)c(=O)c1Cl	-7%	7%	3%	0.6%	-22%
Cc1ccc(C(=O)OCC(=O)NC2CCCCC2)cc1S(=O)(=O)N1CCCCC1	0%	/	-17%	i	0%
COC(=O)Cn1cc(C#N)c2ccccc21	-1%	4%	-21%	1.1%	/
O=C(COC(=O)c1ccc([N+](=O)[O-])o1)Nc1ccc(Br)cc1F	?	/	0%	1.5%	?
Cc1cc(C(=O)OC(C(=O)Nc2cccc(C(F)(F)F)c2)c2ccccc2)c(C)o1 (stereo not given)	-2%	-2%	-12%	2.3%	37%
COC(=O)c1ccc(OCCOc2ccccc2C)cc1	7%	-5%	-8%	i	38%
CN(c1nc2c(c(=O)n(C)c(=O)n2C)n1CC(=O)c1ccccc1)C1CCCCC1	10%	-9%	0%	7.8%	46%
CC(=O)c1ccc(NC(=O)COC(=O)CCc2ccc(S(=O)(=O)N3CCOCC3)cc2)cc1	-2%	0%	-1%	0.3%	-8%
O=C(c1cc(COc2ccc(F)c(F)c2)on1)N1CCSCC1	1%	-6%	-12%	4.8%	-6%
COc1ccc(-c2noc(CN3CCN(C(=O)c4cccs4)CC3)n2)c(OC)c1OC	5%	-2%	0%	0.3%	-2%
CCCc1cc(=O)[nH]c(SCC(=O)c2c(N)n(C3CC3)c(=O)[nH]c2=O)n1	-6%	/	-5%	2.7%	-10%
Cc1ccc(-c2c(C)sc(=NC(=O)c3ccco3)n2C)cc1	-5%	-5%	-3%	0.6%	63%
CCOC(=O)C1=C(C)Nc2ccccc2N=C1NC(=O)C(c1ccccc1)c1ccccc1	7%	-23%	-9%	1.0%	9%
CN(C(=O)c1ccccn1)c1nnc(-c2cccnc2)s1	0%	-1%	3%	0.9%	-15%
Cc1ccc2nc(NC(=S)NC(=O)c3cccs3)sc2c1	64%	-39%	12%	2.8%	14%
O=C(NCCc1ccccc1)C(=O)NCCC1CCCCN1S(=O)(=O)c1ccccc1 (stereo not given)	4%	-3%	-3%	1.2%	4%
COCCn1c(C)cc(/C=N/NC(=O)c2cccnc2)c1C	9%	7%	2%	0.5%	0%
CCCCN1C(=O)C2C(c3ccc(OC)cc3O)NC(CC(C)C)(C(=O)O)C2C1=O (stereo not given)	-5%	0%	-3%	1.4%	-6%
COc1ccc(C(=O)Nc2cc(C)nn2-c2cccc(F)c2)cc1OC	-9%	-6%	-1%	0.7%	-17%
O=C1N(Cc2cccnc2)C[C@@H]2C[C@@H](c3cccc(OC4CCCC4)c3)N3CCC[C@@]123	-2%	0%	3%	1.5%	12%
Cc1ccc(C(=O)O)cc1-c1ccc(/C=C2\SC(=O)N(CC(=O)Nc3ccc4c(c3)OCO4)C2=O)o1	-6%	-24%	-18%	2.0%	6%
O=C(NCCCN1CCCC1=O)c1ccc(Cl)c(Cl)c1	6%	1%	11%	1.6%	-2%
C=CCN(CC=C)C(=S)Nc1ccc2nsnc2c1	-3%	6%	-17%	1.9%	22%
O=[N+]([O-])c1cccc(/C(=N/N=C/c2ccccc2Br)C23CN4CN(CN(C4)C2)C3)c1	-4%	-4%	7%	5.3%	-3%
COc1ccc(NC(=O)c2ccc3c(c2)OCO3)cc1	-2%	-7%	3%	1.2%	30%
COCC(=O)NC1(c2nnnn2CCOC(=O)Nc2ccc(Cl)cc2)CCCCC1	-9%	1%	-16%	2.9%	-3%
CCOC(=O)C1CCN(C(=S)NC2CCCC2)CC1	0%	-5%	0%	0.4%	32%
CC(C(=O)NC1CCCC1)N(C(=O)CS(=O)CC(=O)Nc1ccc(F)cc1)c1ccc2c(c1)OCCO2 (stereo not given)	-1%	0%	-9%	0.1%	3%
O=C(NCC(c1ccco1)N1CCCCC1)c1cccc(S(=O)(=O)Nc2ccccc2Cl)c1 (stereo not given)	8%	7%	6%	0.3%	34%
CCOC(=O)c1ccc(Nc2ncccc2[N+](=O)[O-])cc1	1%	-7%	25%	i	9%
CCOC(=O)c1ccccc1NC(=O)COC(=O)c1ccc(C)c(S(=O)(=O)N2CCOCC2)c1	-11%	-10%	1%	i	-16%
O=C(CCSc1ccccc1)NCCSc1ccccn1	9%	-1%	-4%	2.4%	47%
CCNc1cc2c(cc1O)CCC1C2CCC2(C)C(O)CCC12 (stereo not given)	/	/	-13%	1.6%	/
Cc1nn(Cc2ccccc2)c(C)c1/C=N/NC(=O)c1ccncc1	?	6%	-20%	0.1%	54%
Cc1cc(C)c2sc(N(CCN(C)C)C(=O)c3c(F)cccc3F)nc2c1	0%	-11%	-19%	8.6%	21%
Cc1cc(C)c(NC(=S)N(CCCN2CCOCC2)Cc2cccnc2)c(C)c1	-1%	-16%	-7%	0.3%	-1%
COc1cc(C(=O)OCC(=O)NC(=O)NC2CCCCC2)cc(Cl)c1OC	6%	6%	6%	3.4%	-3%
Cc1ccc(NNC(=O)C(=O)N2CCCCC2)cc1	?	-7%	-8%	0.1%	72%
COc1cccc(C(=O)Nc2ccc3c(c2)CCCN3C(=O)c2cccs2)c1OC	?	-16%	13%	2.2%	24%
Cc1cccc(NC(=O)CSc2ccc(-c3ccco3)nn2)c1C	-4%	-14%	14%	1.1%	14%
CCc1c(C)c2cc(Cl)c(O)c(CN(C)C)c2oc1=O	3%	2%	3%	1.9%	-4%
COC(=O)C(NC(=O)c1ccco1)(Nc1nc(C)cs1)C(F)(F)F (stereo not given)	-3%	12%	-2%	0.0%	-5%
CN(CC(=O)Nc1cc(S(=O)(=O)N2CCOCC2)ccc1Cl)C1CCS(=O)(=O)C1 (stereo not given)	-6%	-15%	1%	0.4%	7%
CCOC(=O)c1ccc(NC(=O)c2cn(-c3ccccc3)nc2-c2ccncc2)cc1	3%	4%	1%	1.6%	2%
Cc1cc(-c2nn(-c3ccccc3F)cc2CN(C)CC(O)CO)c(C)s1 (stereo not given)	-4%	5%	-11%	0.4%	28%
Cc1nc2sc(C(c3cccs3)N3CCC4(CC3)OCCO4)c(O)n2n1 (stereo not given)	-7%	-17%	-11%	0.6%	-7%
COc1ccccc1CCC(=O)NCCCn1ccc2ccccc21	7%	-7%	6%	0.2%	19%
COC(=O)c1ccccc1NC(=O)N1CSC[C@H]1C(=O)OC	-3%	-4%	-1%	0.8%	-2%
CC(=O)c1cccc(NC(=O)C(=O)c2cn(CC(=O)N3CCCCC3)c3ccccc23)c1	-2%	-8%	12%	10%	6%
CCOc1ccccc1NC(=O)CCS(=O)(=O)c1cccc2nonc12	29%	-6%	7%	2.7%	33%
C/C(=N\NC(=O)COc1ccc(C(C)(C)C)cc1)c1ccc2c(c1)OCCO2	-3%	-5%	-5%	1.4%	35%
CC1(C)CC(=O)c2cc(NC(=O)c3ccccc3)c(=O)oc2C1	-1%	-2%	-4%	0.3%	-12%

Reprinted at random: 5 records from the list, in no set order.
SMILES	M. tuberculosis HTS	Salmonella PhoP GFP	influenza NS1A	VEEV TC-83 Vero	M. tuberculosis	others
CCCCN1C(=O)C2C(c3ccc(OC)cc3O)NC(CC(C)C)(C(=O)O)C2C1=O (stereo not given)	-5%	0%	-3%	1.4%	-6%
O=C(NCCc1ccccc1)C(=O)NCCC1CCCCN1S(=O)(=O)c1ccccc1 (stereo not given)	4%	-3%	-3%	1.2%	4%
Cc1ccc(NNC(=O)C(=O)N2CCCCC2)cc1	?	-7%	-8%	0.1%	72%
CC1(C)CC(=O)c2cc(NC(=O)c3ccccc3)c(=O)oc2C1	-1%	-2%	-4%	0.3%	-12%
Cc1cc(C(=O)OC(C(=O)Nc2cccc(C(F)(F)F)c2)c2ccccc2)c(C)o1 (stereo not given)	-2%	-2%	-12%	2.3%	37%

Next section:
SMILES	M. tuberculosis HTS	Salmonella PhoP GFP	influenza NS1A	VEEV TC-83 Vero	M. tuberculosis	others
CC1(c2ccc3c(c2)OCCO3)NC(=O)N(CC(=O)c2ccc[nH]2)C1=O (stereo not given)	-2%	/	1%	1.3%	-2%
COC(=O)CCCCCCCCCC[N+]1(C)CCCCC1	4%	-6%	-4%	1.9%	1%
CCC(=O)N1CCc2cc(Br)cc(S(=O)(=O)NCCCN(CC)Cc3ccccc3)c21	5%	0%	2%	0.7%	4%
Cc1cc(OCC(=O)NNC(=S)NC(=O)c2ccc(Br)o2)ccc1Cl	-3%	-4%	-9%	12%	?
COc1cccc(C(=O)NCCS(=O)(=O)NCc2cccnc2)c1	-4%	10%	-2%	1.2%	-7%
O=C(CCC(=O)c1cccs1)NC1CCCCCC1	-2%	6%	-11%	0.3%	29%
CN(C)S(=O)(=O)N1CCC(Oc2cccc(C(=O)NCCC3=CCCCC3)c2)CC1	0%	-13%	-12%	5.8%	-6%
COc1cc(/C=C(\CC(=O)O)c2nc3ccccc3s2)ccc1OCC(=O)Nc1ccccc1F	/	/	-7%	4.0%	/
COc1ccc(C(=O)CCC(=O)N2CCN(c3ccc(C)cc3)C(C)C2)cc1 (stereo not given)	?	5%	14%	2.5%	51%
CCOc1ncccc1C(=O)NCCc1c[nH]c2ccccc12	-6%	8%	-4%	1.9%	-2%
CN=C1S/C(=C\c2cc(C)n(-c3ccccc3F)c2C)C(=O)N1C	?	-17%	2%	i	30%
CCOC(=O)[C@@H]1[C@H]2COc3ccccc3[C@H]2N2C(=O)N(c3ccc(Cl)cc3)C(=O)[C@]12C	1%	-2%	-4%	i	42%	VEEV TC-83 Vero 10K pilot screen=0.1
CCCCOc1cccc(C2/C(=C(\O)c3ccc4c(c3)OCCO4)C(=O)C(=O)N2CCN2CCOCC2)c1 (stereo not given)	-3%	-2%	-1%	6.7%	9%
CCNC(=S)N1CCC(Cc2ccccc2)CC1	3%	-9%	-15%	4.1%	38%
COC(=O)CCCC1=CC2=C(c3ccccc3)C(=O)C(C)(OC(=O)C3CCCC3)C(=O)C2=CN1CC(C)C (stereo not given)	6%	3%	-8%	?	22%

Reprinted from the part before: 2 entries; new compounds follow.
SMILES	M. tuberculosis HTS	Salmonella PhoP GFP	influenza NS1A	VEEV TC-83 Vero	M. tuberculosis	others
CCNC(=S)N1CCC(Cc2ccccc2)CC1	3%	-9%	-15%	4.1%	38%
COC(=O)CCCC1=CC2=C(c3ccccc3)C(=O)C(C)(OC(=O)C3CCCC3)C(=O)C2=CN1CC(C)C (stereo not given)	6%	3%	-8%	?	22%
Cc1ccc(-c2csc(N/N=C/c3ccco3)n2)cc1	?	-10%	9%	i	54%	VEEV TC-83 Vero 10K pilot screen=6.2
N=c1sccn1CC(=O)NCCc1ccc(Cl)cc1Cl	0%	16%	6%	0.2%	8%
COc1cc(C(c2c(NC(=O)c3ccco3)sc(C)c2C)N2CCOCC2)cc(OC)c1OC (stereo not given)	/	/	4%	0.6%	/
O=C1C2C3C=CC(C3)C2C(=O)N1c1ncc([N+](=O)[O-])s1 (stereo not given)	/	/	-1%	1.0%	/
CS(=O)(=O)c1ccc(NCC2CCCO2)c([N+](=O)[O-])c1 (stereo not given)	4%	12%	-4%	2.5%	-6%
O=C(Nc1ccccc1Cl)NC1(C(=O)N2CCOCC2)CCCCC1	-5%	-1%	7%	1.6%	-8%
O=S(=O)(c1ccc(F)cc1)N1CCCC(c2nc(-c3ccc(F)cc3)no2)C1 (stereo not given)	8%	2%	-3%	i	11%	VEEV TC-83 Vero 10K pilot screen=0.4
COc1ccc(-c2csc(NCc3ccco3)n2)cc1C	1%	3%	-2%	6.1%	0%
O=C(CCCc1ccccc1)NCCS(=O)(=O)N1CCN(c2ccc(F)cc2)CC1	-4%	-1%	-2%	1.2%	5%
COc1ccc(/C=C/c2nc(N)nc(-c3ccccc3O)n2)cc1	5%	2%	-3%	1.9%	-5%

Rows were taken by chance. About 1.4% of those tested had a hit in this group.
